TSHR antag = Antagonists of the Thyroid Stimulating Hormone Receptor: HTS campaign | Thyrotropin receptor (Homo sapiens), P16473 | TSHR-expressing cells, TSH-stimulated cAMP HTRF, 2 h; stronger effect = lower value | activity change, negative = inhibition, % at 11.5 µM | hit rate 0.2% among 330,000 | AID 504810, 2011;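 active = activity change below a set negative limit, meaning inhibition stronger than a set level, cut at about -70% in these data; inconclusive = activity change between two set negative limits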; also: % is scaled to controls: 0 for no effect and ±100 for the full control effect
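Freshly harvested TSHR cells receive pin-tooled compound, then EC80 TSH at 4nM final. After 2 hours at 37 deg C, antibody in lysis buffer and cAMP-d2 are added; 30 minutes at ambient temperature precede the HTRF read.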
Chronic BCR inh = qHTS Assay to Find Inhibitors of Chronic Active B-Cell Receptor Signaling | ABC-DLBCL IkBa-CBG/CBR reporter, luminescence ratio, 4 h | Potency, µM (top dose mostly 46.1 µM), for inactives: top-dose ratio change, negative = lower green/red ratio, hits mostly inhibitors | hit rate 0.05% among 340,000; active = well fitted inhibition curve with a large enough effect in the signal ratio, with a control signal flat, not every such curve was filed as active; inconclusive = small, poorly fitted or top-dose-only effect, or effect the other way, or a change in a side signal; the % refers to the signal ratio;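 also: potency is read from the fitted curve at half-maximal effect; plate controls were basal doxycycline-induced cells for no effect and cells given 10 µM MG132 for full effect; MG132 reads +100%, hits lower the ratio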
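TMD8 ABC-DLBCL cells carrying doxycycline-inducible green luciferase fused to IkappaBalpha plus unfused red luciferase were exposed to compounds (up to 46 uM) for 4 hrs at 37C. Activity came from the overlap-corrected green/red luminescence ratio.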
Eya2 phos inh = qHTS Assay for Inhibitors of the Phosphatase Activity of Eya2. Protein phosphatase EYA2 (Homo sapiens), O00167. recombinant Eya2, OMFP fluorescence dephosphorylation (OMFP is methylfluorescein phosphate). Potency, µM (doses to about 76.9 µM), for inactives: at the top dose activity, negative = inhibition, actives largely listed as inhibitors. hit rate 0.006% among 330,000. AID 488837, 2010; also: potency is read from the fitted curve at half-maximal effect; % is scaled to controls: 0 for no effect and ±100 for the full control effect
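Eya2 (0.2 uM) preincubated 10 min at ambient with compound, then OMFP substrate added at 50 uM; 10 min reaction in 50 mM HEPES pH 7.5, 50 mM NaCl, 5 uM MgCl2, 0.05% BSA, 1 mM DTT. Fluorescence read at Ex 485/Em 525 nm.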
Menin-MLL TR inh = qHTS Assay for Inhibitors Targeting the Menin-MLL Interaction in MLL Related Leukemias: Competition With Texas Red Labeled MLL-derived Mutant Peptide | hit rate 0.23% among 270,000 | O00255 | Potency, µM (top dose mostly 61.6 µM), inactives show at the top dose FP activity change, negative = inhibition, actives largely listed as inhibitors | AID 1768, 2009 | Menin + Texas Red MLL mutant peptide, fluorescence polarization; active = well fitted inhibition curve with a large enough effect in the polarisation, with a control signal flat, not every such curve was filed as active; inconclusive = small, poorly fitted or top-dose-only effect, or effect the other way, or a change in a side signal; inactive = no such curve, though single readings can be large or run the other way; the % refers to the polarisation; also: potency is read from the fitted curve at half-maximal effect; % of control where 0% means no effect; many of its hits are not listed in these tables
PKM2 activator = qHTS Assay for Activators of Human Muscle isoform 2 Pyruvate Kinase; purified PKM2, Kinase-Glo ATP luminescence, activation; response scale: 0% is enzyme alone, no compound; Potency, µM (series often up to 57.5 µM), inactives show at the top dose activation, usual class: activators; hit rate 0.34% among 260,000; AID 1631, 2009; also: potency is read from the fitted curve at half-maximal effect; % is scaled to controls: 0 for no effect and ±100 for the full control effect; nearly all actives have a fitted effect of over 55% in size
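Kinase-Glo luminescence reports ATP generated from ADP (0.1 mM) and PEP (0.5 mM) by purified hPK-M2 after 1 h at room temperature, pH 7.2 imidazole buffer; intermediate enzyme activity allows detecting inhibitors and activators.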
hERG WT inh = qHTS for Inhibitors of KCHN2 3.1: Wildtype qHTS; Voltage-gated inwardly rectifying potassium channel KCNH2 (Homo sapiens), Q12809; U2OS, BacMam KCNH2, thallium flux FluxOr; stronger effect = lower value; activity change, % at 1.84 µM; hit rate 0.37% among 340,000;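 active = maximum activity change below -70%; inconclusive = maximum activity change between -70% and -50%; inactive = maximum activity change above -50%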; also: % is scaled to controls: 0 for no effect and ±100 for the full control effect
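U2OS cells were transduced with wild-type KCNH2 virus (2.03 x 10^8 / mL) for 4 h at room temperature, then cultured overnight at 37 C. Thallium flux was read with FluxOr dye. Rate constants were normalized to DMSO controls.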
GALK inh = qHTS Assay for Inhibitors of Human Galactokinase (GALK) | Potency, µM (titrated, usually from 57.5 µM), for the others: top-dose activity change, negative = inhibition, hits mostly inhibitors | hit rate 0.007% among 270,000 | P51570 | Purified GALK, Kinase-Glo residual ATP luminescence; also: potency is read from the fitted curve at half-maximal effect; % is scaled to controls: 0 for no effect and ±100 for the full control effect
Target sequence (P51570 whole entry, looked up): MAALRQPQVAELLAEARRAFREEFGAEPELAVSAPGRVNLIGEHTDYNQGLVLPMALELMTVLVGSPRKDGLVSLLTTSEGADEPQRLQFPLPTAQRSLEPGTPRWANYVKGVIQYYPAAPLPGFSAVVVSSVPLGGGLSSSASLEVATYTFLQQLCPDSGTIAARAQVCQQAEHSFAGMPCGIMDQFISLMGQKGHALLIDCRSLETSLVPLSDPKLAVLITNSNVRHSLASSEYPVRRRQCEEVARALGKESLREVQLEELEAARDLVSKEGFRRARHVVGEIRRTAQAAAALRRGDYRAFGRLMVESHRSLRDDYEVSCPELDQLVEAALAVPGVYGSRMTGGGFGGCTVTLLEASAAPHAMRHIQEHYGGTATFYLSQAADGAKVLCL
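Kinase-Glo Plus luminescence measured ATP left after a 1 h room-temperature reaction. The reaction used 5 nM GALK, 100 uM galactose and 35 uM ATP at pH 8.0 (20 mM HEPES, 5 mM MgCl2, 60 mM NaCl, 1 mM DTT, 0.01% BSA).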
MBNL1-CUG inh = qHTS Assay for Inhibitors of MBNL1-poly(CUG) RNA binding; Muscleblind-like protein 1 (Homo sapiens), Q9NR56; TR-FRET MBNL1-His/biotin-(CUG)12 binding, 665/545 ratio; Potency, µM (highest dose often 57.5 µM), for inactives: at the top dose activity change, negative = inhibition, hits mostly inhibitors; hit rate 0.036% among 280,000; AID 2675, 2010; active = well fitted inhibition curve with a large enough effect in the signal ratio, with a control signal flat, not every such curve was filed as active; inconclusive = small, poorly fitted or top-dose-only effect, or effect the other way, or a change in a side signal; inactive = no such curve, though single readings can be large or run the other way; the % refers to the signal ratio; also: potency is read from the fitted curve at half-maximal effect; % is scaled to controls: 0 for no effect and ±100 for the full control effect
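Compound titration spanned 92 nM–58 uM against the MBNL1-His/biotin-(CUG)12 complex. After 60 min at room temperature with 5 nM streptavidin-XL665 and 0.055 ng/ul terbium anti-His, ratiometric 665/545 nm emission (Ex 340 nm) normalized to controls.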
ASM inhibitor = Inhibitors of Secretory Acid Sphingomyelinase (S-ASM): qHTS | hit rate 0.006% among 340,000 | Sphingomyelin phosphodiesterase (Homo sapiens), P17405 | Potency, µM (doses to about 57.5 µM), for the others: top-dose activity change, negative = inhibition, hits mostly inhibitors | placental ASM, HMU-PC fluorogenic substrate, 60 min; also: potency is read from the fitted curve at half-maximal effect
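Fluorogenic HMU-PC substrate (9 uM final) is turned over by placental ASM in 60 min at 37 C after a 10 min compound preincubation. Reaction ended by alkaline stop (pH 10), with fluorescence read at 386/447 nm.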
Mito fusion act = qHTS Assay for Small Molecule Inhibitors of Mitochondrial Division or Activators of Mitochondrial Fusion; hit rate 0.23% among 320,000; S. cerevisiae fusion-defective mutant growth rescue, CellTiterGlo 48 h; Potency, µM (top dose mostly 46.1 µM), without a hit: at the top dose growth rescue (activation), actives largely listed as activators;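 also: potency is read from the fitted curve at half-maximal effect; % of control where 0% means no effect; nearly all actives have a fitted effect of over 45% in size; temperature-sensitive fusion mutants such as fzo1-1 at 37 °C on non-fermentable ethanol glycerol medium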
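Read-out: ATP-based luminescence (CellTiterGlo, 10 min ambient) reporting growth of fusion-defective ts yeast after 48 hours at 37C on glycerol/ethanol YPEG medium in the presence of compound.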
USP2a block = qHTS Assay for Inhibitors of Ubiquitin-specific Protease USP2a Using CHOP2 as the Reporter; USP2 core, Ub-CHOP2 coupled fluorogenic reporter, 485/531; Potency, µM (highest dose often 38.3 µM), for inactives: at the highest dose activity change, negative = inhibition, actives largely listed as inhibitors; hit rate 0.01% among 330,000; AID 463254, 2010;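 also: potency is read from the fitted curve at half-maximal effect; plate controls were DMSO wells for no effect and full inhibition by NEM control for full effect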
Target sequence (O75604 whole entry, looked up): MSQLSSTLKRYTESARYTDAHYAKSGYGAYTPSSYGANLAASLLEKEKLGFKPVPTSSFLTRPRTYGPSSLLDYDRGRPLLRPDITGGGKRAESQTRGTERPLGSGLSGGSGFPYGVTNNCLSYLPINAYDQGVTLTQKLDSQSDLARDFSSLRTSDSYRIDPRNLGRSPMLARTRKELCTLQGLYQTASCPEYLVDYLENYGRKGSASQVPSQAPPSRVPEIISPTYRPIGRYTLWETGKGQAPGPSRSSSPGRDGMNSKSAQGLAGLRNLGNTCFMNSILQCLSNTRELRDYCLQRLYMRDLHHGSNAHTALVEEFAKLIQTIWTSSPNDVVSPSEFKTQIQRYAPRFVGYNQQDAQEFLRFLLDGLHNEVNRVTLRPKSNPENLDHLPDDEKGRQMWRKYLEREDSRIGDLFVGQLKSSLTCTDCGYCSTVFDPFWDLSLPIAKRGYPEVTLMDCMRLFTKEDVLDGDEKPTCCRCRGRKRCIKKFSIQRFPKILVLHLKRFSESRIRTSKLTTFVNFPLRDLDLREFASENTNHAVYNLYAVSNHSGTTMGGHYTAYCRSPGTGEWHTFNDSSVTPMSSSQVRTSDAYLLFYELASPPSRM
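USP2 core (10nM final) preincubated 30min RT with compound in 20mM Tris-HCl pH 8.0, 2mM CaCl2, 2mM beta-mercaptoethanol, 0.05% CHAPS; 25nM Ub-CHOP2 plus 25nM reporter substrate added, fluorescence (Ex485/Em531) read after 60min.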
Numbers without * were called inactive; ? = inconclusive; . = not tested or not shown; [ ] = another dose, or the depositor's remark. Unless noted, calls follow the shape of the dose curve; as a rule, active = well fitted curve in the direction sought with a large enough effect; inconclusive = small, poorly fitted or top-dose-only effect, or another doubt; inactive = no such curve, though single readings can be large; an effect the other way counts as inactive or inconclusive. Only part of the results is shown (hit frequency here may not be typical).

SMILES	TSHR antag	Chronic BCR inh	Eya2 phos inh	Menin-MLL TR inh	PKM2 activator	hERG WT inh	GALK inh	MBNL1-CUG inh	ASM inhibitor	Mito fusion act	USP2a block
Cc1cc(C)c(C(=O)C(C)OC(=O)Cc2n[nH]c(=O)c3ccccc23)cc1C (stereo not drawn)	2	1%	3%	.	9%	0	-2%	-6%	-1%	1%	1%
C=CCn1c(SCc2nc3ccccc3c(=O)[nH]2)nnc1-c1cc2cc(Cl)ccc2o1	9	0%	6%	-8%	-2%	-3	-2%	8%	-3%	-7%	0%
Cc1ccc(S(=O)(=O)CC(=O)Nc2nc(-c3ccccc3)cs2)cc1	40	9%	13%	?	-21%	6	0%	-3%	-20%	14%	-12%
Cc1cc(C)c(-c2csc(Cc3nc(-c4cc5ccccc5oc4=O)cs3)n2)cc1C	11	2%	4%	-17%	2%	1	1%	.	8%	0%	6%
COc1ccc(NC(=O)c2ccc(COc3ccccc3Br)o2)cc1OC	2	?	-9%	?	2%	0	1%	5%	-19%	5%	-1%
COc1ccc(-c2nc(CS(=O)CC(=O)NCc3ccc4c(c3)OCO4)c(C)o2)cc1 (stereo not drawn)	-3	-5%	13%	-1%[11.7 µM]	-14%	4	0%	-2%	-9%	-5%	0%
COc1ccccc1C(=O)C1CCCN(C(=O)c2cc(CC(C)C)nc(C)n2)C1 (stereo not drawn)	1	-1%	3%	-18%	3%	-11	-2%	-6%	0%	5%	-1%
NC(=O)c1sc2nc3c(cc2c1N)CCC3	19	-3%	11%	-20%	-13%	-4	8%	?	68%[activator]	5%	-4%
CCc1ccc(NC(=S)N(CCOC)C2CCN(C(C)=O)CC2)cc1	-6	?	-28%	-4%	.	-5	0%	0%	2%	2%	-1%
COc1ccc(NC(=O)CSc2nnnn2-c2ccccc2F)cc1	-4	-1%	-11%	-12%	-2%	-4	-3%	2%	6%	-1%	1%
CCN(CC)CCN(Cc1cc2ccc(C)cc2[nH]c1=O)C(=O)Nc1ccc(Cl)cc1	-9	-18%	-8%	-4%	13%	-9	1%	-14%	-9%	0%	-1%
COc1ccccc1CNC(=O)COc1ccc(S(=O)(=O)N2CCOCC2)cc1C	18	-7%	-5%	?	.	4	-1%	-4%	3%	14%	12%
O=C(NCC1(N2CCOCC2)CCCCC1)c1ccc(S(=O)(=O)Nc2ccccc2F)cc1	12	0%	-4%	.	-10%	-7	4%	0%	.	1%	0%
COc1ccc(CN(Cc2cccn2C)S(=O)(=O)c2ccc(C)cc2)cc1	-9	-1%	?	.	?	5	.	-12%	-7%	-6%	-1%
COc1ccc(C(CNC(=O)c2ccc(N3CCCC3=O)cc2)N(C)C)cc1 (stereo not drawn)	-2	-2%	25%	-11%	-2%	-8	-1%	-3%	2%	2%	5%
O=C(CNC(=O)c1ccccc1)NCC1COc2ccccc2O1 (stereo not drawn)	-1	?	-7%	14%	0%	7	-3%	-1%	2%	0%	1%
Cc1onc(-c2ccccc2)c1C(=O)OCC(=O)N(C)c1c(N)n(Cc2ccccc2)c(=O)[nH]c1=O	1	0%	-20%	.	.	-12	.	.	4%	-9%	1%
COc1ccccc1CNCC(=O)N1CC(=O)Nc2ccccc21	5	-1%	3%	0%	0%	.	-3%	-3%	3%	-8%	4%
Cc1ccc(CC(=O)NCCC(=O)O)cc1	-4	1%	11%	.	-1%	1	-3%	-11%	1%	-11%	2%
CC(=O)Nc1ccc(N(C(=O)CNC(=O)c2ccco2)C(C(=O)NC2CCCC2)c2ccco2)cc1 (stereo not drawn)	-8	8%	1%	15%	1%	-23	-3%	-4%	1%	2%	3%
O=c1oc(-c2ccccc2F)nc2c1cnn2-c1ccccc1	0	-11%	7%	.	2%	-15	-5%	-9%	3%	0%	0%
Cc1onc(-c2c(F)cccc2Cl)c1C(=O)N1CCc2ccccc21	-33	7%	7%	1%	0%	-13	0%	-11%	-2%	3%	-1%
COc1ccc([N+](=O)[O-])cc1/C=N/NC(=O)CNC(=O)c1cccc(F)c1	35	0%	3%	14%	0%	-1	-1%	?	-1%	2%	2%
COc1ccccc1-c1c(C)nn2c(N3CCCCCC3)cc(C)nc12	-10	-1%	-11%	-15%	0%	-250*	-2%	-4%	5%	?	-3%
CN(CC(=O)Nc1c(Cl)cccc1Cl)C(=O)Cc1ccsc1	-9	0%	-5%	.	.	-1	.	.	6%	.	3%
CCCn1c(O)c(/C=C2\C=NN=C2c2ccccc2)sc1=S	-4	?	3%	19%	-7%	-16	2%	13%	?	1%	2%
COc1cc2c(cc1OC)CN(C(=O)CN1C(=O)c3ccc([N+](=O)[O-])cc3C1=O)CC2	8	?	-4%	.	.	7	.	.	.	-1%	1%
COc1ccccc1Cc1nc(-c2cccnc2)no1	-29	-2%	-3%	.	-1%	-2	1%	-6%	-4%	4%	2%
CSc1ccccc1C(=O)C1CCCN(S(=O)(=O)c2c(C)noc2C)C1 (stereo not drawn)	8	1%	1%	22%	16%	-9	2%	-10%	0%	-1%	-2%
CC(=O)Nc1ccc(S(=O)(=O)Nc2ccc(S(=O)(=O)N3CCCCCC3)cc2)cc1	17	-8%	3%	0%	-6%	2	0%	-9%	-15%	5%	0%
CC(=O)Nc1sc(N/N=C\c2ccccc2)nc1-c1cccs1	10	?	6%	16%	0%	-7	-1%	10%	-2%	-4%	0%
N#CC1=C(N)c2ccccc2CC12CCCCC2	-33	18%	7%	-2%	0%	-2	-2%	11%	-2%	6%	2%
Cc1ccc(S(=O)(=O)N2C[C@@H]3[C@H]4CC[C@H](C4)[C@@H]3[C@@H](C)C2CC(=O)c2ccccc2)cc1 (stereo partly drawn)	-6	4%	-5%	.	.	0	.	.	1%	.	-1%
CCC(=O)Nc1ccc(C(=O)OCc2ccc(Cl)c(Cl)c2)cc1	-22	0%	-1%	25%	2%	-5	1%	.	-17%	9%	5%
CCc1ccc(NC(=O)Cn2c(=O)oc3cc(S(=O)(=O)N4CCOCC4)ccc32)cc1	-2	13%	10%	12%	1%	-6	2%	-1%	0%	-2%	-1%
CCc1nc2ccccc2n(CC)c1=O	-2	-1%	1%	-10%	0%	-2	5%	7%	-10%	-2%	-2%
C=CC[C@H](CC(=O)NCCO)C(=O)N[C@@H](COC(=O)[C@@H](CC=C)Cc1ccc(F)cc1)Cc1c[nH]c2ccccc12	-2	-1%	8%	.	.	-1	.	.	5%	.	-1%
Cc1ccc(OCCNC(=O)c2cc(-n3cnnc3)ccc2Cl)cc1C	0	?	-2%	-5%	7%	7	1%	-2%	2%	2%	-1%
COc1ccc(C(O)c2coc3ccc(O)c(CN(C)C)c23)cc1 (stereo not drawn)	9	5%	3%	5%	-2%	17	2%	2%	0%	0%	2%
CCOc1ncccc1C(=O)OCC(=O)c1cccs1	0	-1%	-9%	-3%	-6%	3	0%	-1%	1%	-1%	6%
CC(C)(C)NCC(O)Cn1cc(C=O)c2ccccc21 (stereo not drawn)	-4	2%	-3%	-1%	-5%	2	1%	-2%	2%	19%	7%

From PubChem BioAssay
